Screens from PubChem BioAssay.
14-3-3g Raf: modulators of 14-3-3 gamma protein binding, primary screen, biochemical, fluorescence polarization | 14-3-3 protein gamma (Homo sapiens), P61981 | FP, 14-3-3gamma / TMR-pS259-Raf peptide binding | inhibition, % at 40 µM | 160,000 tested, 0.19% active | AID 422, 2006; in the data active = inhibition above about 30%;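 also: 0% = protein plus tracer without compound and 100% = blank with tracer alone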
Target sequence (P61981 whole entry, looked up): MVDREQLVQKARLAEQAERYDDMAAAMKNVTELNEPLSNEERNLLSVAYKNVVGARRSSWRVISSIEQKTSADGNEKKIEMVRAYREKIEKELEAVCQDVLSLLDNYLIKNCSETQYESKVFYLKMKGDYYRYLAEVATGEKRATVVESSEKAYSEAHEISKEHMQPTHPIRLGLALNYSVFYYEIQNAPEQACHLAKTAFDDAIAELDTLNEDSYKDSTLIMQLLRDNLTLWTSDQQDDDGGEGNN
Active calls of the source: *; & = joins results of further samples. Some of the compounds tested. The share of hits here may be higher or lower than overall.

Structure	14-3-3g Raf
CC(C)c1ccc(NC(=O)C2C3C=CC4(O3)C2C(=O)N(Cc2ccccc2Cl)C4C(=O)NC2CCCCC2)cc1 (centres undefined)	0
O=C1NCCCC1C(=O)NCCc1c[nH]c2ccccc12 (centres undefined)	-1
C/C(Cl)=C\CSc1nnc2n(N)c(=O)c3ccccc3n12	-14
CCOC(=O)Cc1csc(NC(=O)CSc2nnc(C3CC3)n2C)n1	-3
CCN1CCN(CCCCNC(=O)c2cc3c(=O)oc4ccccc4c3s2)CC1	5
COc1ccc(C2=NC(C(C)C)NC(c3cc(Br)ccc3O)C2)cc1 (centres undefined)	2
CCCCNC1C(CC)C(CCC)C(C#N)(C#N)C1(C#N)C#N (centres undefined)	-9
COC(=O)c1ccccc1OCCCn1c(-c2ccc(Br)cc2)nc2ccccc2c1=O	6
O=C(Nc1nc(-c2ccc(F)cc2)cs1)c1ccc(S(=O)(=O)N2CCCCC2)cc1	1
CCCSc1nnc2c(n1)OC(c1cccc(C)n1)Nc1ccccc1-2 (centres undefined)	-5
Cn1c(=O)[nH]c(=O)c2c1nc(NC1CCCCC1)n2CC(=O)NC1CCCCC1	-8
Cc1cccc(NC(=O)c2cc(S(=O)(=O)N3CCc4ccccc43)ccc2F)c1C	-7
O=C(NCCN1CCN(c2ccccc2F)CC1)c1ccc2nc3ccccc3c(=O)n2c1	-5
COc1ccc2nc(NC(=O)CN(c3ccc(C)cc3)S(=O)(=O)c3c(C)nn(C)c3C)sc2c1	-1
COC(=O)CSc1nnc(CNC(=O)c2ccccc2OC)n1C	5&-8
Cc1ccc(Nc2nc(C)c(CCC(C)C)c(=O)[nH]2)cc1	-9
Cc1ccc(-c2c(C(=O)Nc3cccc(C(F)(F)F)c3)oc(=O)c3ccccc23)cc1	-1
COc1cc(OC)cc(C(=O)Nc2c3c(nn2-c2ccc([N+](=O)[O-])cc2)CSC3)c1	10
Fc1ccc(C2N(Cc3ccccc3)CCN2Cc2ccccc2)cc1	-3
CC1(CCC(=O)O)N=C(c2ccccc2)C=[N+]1[O-] (centres undefined)	1
N#Cc1ccccc1NC(=O)c1ccc(-c2ccccc2Cl)o1	-6
COc1ccccc1C(=O)Nc1ccc(NC(=O)c2cccs2)cc1	-13
COc1cc(C2C(C(=O)OC(C)C)=C(C)N=C3SCCC(=O)N32)ccc1OCCC(C)C (centres undefined)	9
O=C(CSc1nc2c(sc3ccccc32)c(=O)n1CCO)NCC1CCCO1 (centres undefined)	-7
Cc1ccc(CS(=O)(=O)CCC(=O)NCc2cccs2)cc1	-4&-3
Cn1c(=O)cc(SCC(=O)Nc2cccnc2)c2ccccc21	3&0
Cc1cc(OCC(=O)Nc2c(C)n(C)n(-c3ccccc3)c2=O)cc(C)c1Cl	0
CCOC(=O)c1sc(C)c2c(=O)[nH]c(-c3ccc(SC)cc3)nc12	1
O=C(CCN1CCc2ccccc2C1)Nc1ccc2c(c1)CCC2	-13
CCC1(C)Cc2c(sc3c2c(=O)n(C)c2nnc(SCc4ccccc4)n32)CO1 (centres undefined)	-6
CCCCN(C)C(=O)c1sc2ncnc(N(C)c3ccccc3)c2c1C	4
COc1ccc(-n2nc3c(c2NC(=O)c2ccc4c(c2)OCO4)CSC3)cc1	-5
O=C1CSC(=O)N1c1ccc(Cl)cc1	-10
Cc1c(C(=O)N2CCN(C)CC2)sc2ncn(Cc3ccccc3F)c(=O)c12	4
CCN1CCN(c2nc(C)nc3sc4c(c23)CCC4)CC1	-4
CCc1ccc(NS(=O)(=O)c2ccc3[nH]cc(C(=O)NCc4ccc(C)cc4)c(=O)c3c2)cc1	-15
Cc1cccc(-n2c(-c3ccccc3)cn3c4c(=O)n(C)c(=O)n(C)c4nc23)c1	2
CCSc1nnc2c(n1)OC(C1CC=C(C)CC1C)Nc1ccccc1-2 (centres undefined)	-31
Brc1ccccc1-c1nnc2sc(-c3ccc4c(c3)OCCO4)nn12	-6
CCOc1ccc(C2C(=O)N(C3CCCCC3)CC(=O)N2CCC2=CCCCC2)cc1OC (centres undefined)	0
COCCN1C(=O)c2ccccc2C(C(=O)N2CCN(c3ccc(OC)cc3)CC2)C1c1c[nH]c2ccccc12 (centres undefined)	2
Cc1ccc(Nc2nnc(SCc3cc(=O)n4ccsc4n3)s2)c(C)c1	-12
CC1=C(C(=O)OCCc2ccccc2)C(c2cccc([N+](=O)[O-])c2)C2=C(CC(c3ccccc3)CC2=O)N1 (centres undefined)	-2
COc1ccc(C(=O)CSc2nnc(COc3ccccc3)n2Cc2ccco2)cc1	-2
Cc1nc(N2CCCCC2)c2c(C)c(C(=O)O)sc2n1	-34
O=C(NCC1OCCc2ccccc21)c1ccccc1Br (centres undefined)	1
CCCc1cc(=O)[nH]c(SCC(=O)Nc2ccc(OCC)cc2)n1	-15
COc1ccc2cc3cc(C(=O)Nc4cc(C)c(Cl)cc4OC)oc3nc2c1	12
CCN1C(=O)CC(C(=O)Nc2ccc(F)cc2)SC1=Nc1ccc2c(c1)OCO2 (centres undefined)	-7&-42
CCOC(=O)C(C(=O)OCC)C(C)C#CCN1CCCCC1 (centres undefined)	5
O=C(Nc1ccc(Cl)cc1)c1ccc(OC(=S)Nc2ccccc2F)cc1	-1
O=C1CC(c2cccs2)CC2=C1C(c1cc3c(cc1Cl)OCO3)Nc1ccccc1N2 (centres undefined)	5
O=C1C2C3C=CC(C3)C2C(=O)N1c1ccc(NCCC(c2ccccc2)c2ccccc2)c([N+](=O)[O-])c1 (centres undefined)	-3
C=CCc1ccccc1OCc1n[nH]c(=S)n1Cc1ccccc1	0
COc1ccc2nc(NC(=O)Cn3ncc4c(=O)oc5ccccc5c43)sc2c1	6
O=C(Nc1nccs1)c1cc2cc([N+](=O)[O-])ccc2oc1=Nc1ccc(F)cc1	-1
O=C(CSc1nnnn1Cc1ccccc1)c1ccccc1	-5
COc1cc(-c2n[nH]c(=S)n2-c2ccc(F)cc2)cc(OC)c1OC	4
Cc1cccc2c3c4n(c12)CC(O)CN=C4CCC3 (centres undefined)	-28
CN(C(=O)CCS(=O)(=O)c1cc(Br)cc2c1N(C(=O)C1CC1)CC2)C1CCCCC1	0

Following part.
Structure	14-3-3g Raf
O=C(NCc1ccc(F)cc1)c1ccc2c(c1)N(Cc1ccccc1Cl)C(=O)CS2	4
CCOC(=O)C(C)Sc1nc(-c2ccc(OC)cc2)nc2c1c(=O)n(C)c(=O)n2C (centres undefined)	0&-4
COC(=O)c1ccc(C2C3=C(Nc4nnnn42)c2ccccc2OC3)cc1 (centres undefined)	-13
CCC1CCc2c(sc(NC(=O)c3c(-c4ccccc4Cl)noc3C)c2C(=O)OC)C1 (centres undefined)	-1
Cn1c(=NC(=O)c2cc3c(ccc4ccccc43)oc2=O)sc2cc(F)ccc21	-1
CCCn1c(SCC(=O)NC2CCCCC2)nnc1-c1ccncc1	6
COc1ccc(NC(=O)CSc2nc3nc(C)c(Cc4cc(C)ccc4C)c(C)n3n2)c(OC)c1	-14
COc1ccc2c(c1)C1NC(=S)N(c3ccccc3)C(C)(O2)C1C(=O)N(C)C (centres undefined)	1
COc1ccc(C(NC(=O)c2ccco2)c2ccc(OC)c(OC)c2)cc1OC	3
CCOc1ccc(NC(=O)N2CCCN(Cc3ccc(F)cc3)C2)cc1	-6
Cc1cc2cc(CCNC(=O)c3ccc(S(=O)(=O)N4CCOCC4)cc3)c(=O)[nH]c2cc1C	-5&-4
O=C(Oc1ccc(-c2ccccc2)cc1)c1ccc([N+](=O)[O-])cc1	-4
CCCS(=O)(=O)N1CCCC(C(=O)N2CCN(C(=O)OCC)CC2)C1 (centres undefined)	-1
CC(=O)Cc1nsc(NC(=O)c2ccc(-c3ccc(Cl)c(C(F)(F)F)c3)o2)n1	-7
COc1ccc(C(=O)CC(c2ccccc2)C2C(=O)CCCC2=O)cc1 (centres undefined)	0
Cc1ccc(N(C(=O)c2cccc(C)c2)S(=O)(=O)c2ccc(Cl)cc2)cc1	2
CCN(CC)c1ccc(NC(=O)c2nc3nc(C)cc(C(F)F)n3n2)cc1	-8
O=C(c1cc(-c2ccc(Br)cc2)on1)N1CCN(c2ccc(F)cc2)CC1	-1
CCCCOc1ccc(C2(C)CC(=O)NC2=O)cc1 (centres undefined)	-18&-3
COc1cc(NC(=O)CCN2C(=O)c3ccc([N+](=O)[O-])cc3C2=O)c(C(=O)O)cc1OC	-6

An excerpt of the results above, for reference:
Structure	14-3-3g Raf
CCCCOc1ccc(C2(C)CC(=O)NC2=O)cc1 (centres undefined)	-18&-3
COc1cc(NC(=O)CCN2C(=O)c3ccc([N+](=O)[O-])cc3C2=O)c(C(=O)O)cc1OC	-6

Retrieved by compound from the list above (three):
Structure	14-3-3g Raf
Brc1ccccc1-c1nnc2sc(-c3ccc4c(c3)OCCO4)nn12	-6
CC(C)c1ccc(NC(=O)C2C3C=CC4(O3)C2C(=O)N(Cc2ccccc2Cl)C4C(=O)NC2CCCCC2)cc1 (centres undefined)	0
CCCCNC1C(CC)C(CCC)C(C#N)(C#N)C1(C#N)C#N (centres undefined)	-9

Next part
Structure	14-3-3g Raf
CSc1nc(-c2ccccc2O)nc(-c2ccccc2O)n1	-3
Nc1c(C(=O)NCc2cccs2)nnn1-c1ccc(OC(F)(F)F)cc1	-3
O=C(CSc1ncccc1C(=O)O)NCCC1=CCCCC1	-3
CCOC(=O)Cc1ccc(N(Cc2ccc(F)cc2)S(=O)(=O)c2cc(C)ccc2C)cc1	1
O=C(CCN1CCCCCC1)Nc1ccccc1	-12
C=C(C)CSc1nc2c(c(=O)[nH]c(=O)n2C)n1CCC(C)C	-3&-5
COc1ccc(CNC2CCCC2)cc1O	-3
CCOC(=O)c1c(NC(=O)c2ccc(Cl)c([N+](=O)[O-])c2)sc2c1CCCCC2	-4
COc1ccc(C2C3=C(CC(c4ccco4)CC3=O)Nc3ccccc3N2C(C)=O)cc1 (centres undefined)	6
O=[N+]([O-])c1ccc(N2CCN(S(=O)(=O)c3ccccc3)CC2)c(C(F)(F)F)c1	-5
CC(NC(=O)C1CCN(S(=O)(=O)N2CCCCC2)CC1)c1ccccc1 (centres undefined)	-1
COc1ccc(S(=O)(=O)N2CCC(C(=O)NC3CC3)CC2)cc1OC	-1
Cc1nc(Cl)c(S(N)(=O)=O)c(C)c1Cl	-7
Cn1c(=O)[nH]c2c(=O)sc3ccccc3c21	-34
CCCc1cc(=O)[nH]c(SC(CC)C(=O)Nc2ccccc2C#N)n1 (centres undefined)	-7
COc1ccc(S(=O)(=O)N(CC(=O)Nc2ccc(C)c(C)c2)c2ccc(C)cc2)cc1	2
Cc1cccc(NC(=O)c2ccc(S(=O)(=O)N3CCc4ccccc4C3)cc2)c1C	-1
Cc1cc(C(=O)COC(=O)CCc2nc3ccccc3s2)c(C)n1C	-8
O=C(CSc1ncnc2c1oc1ccccc12)Nc1nccs1	-7
CC12CC(NC(=S)N1c1ccccc1)c1ccccc1O2 (centres undefined)	-11

The last 4 entries of the section before open the next one.
Structure	14-3-3g Raf
Cc1cccc(NC(=O)c2ccc(S(=O)(=O)N3CCc4ccccc4C3)cc2)c1C	-1
Cc1cc(C(=O)COC(=O)CCc2nc3ccccc3s2)c(C)n1C	-8
O=C(CSc1ncnc2c1oc1ccccc12)Nc1nccs1	-7
CC12CC(NC(=S)N1c1ccccc1)c1ccccc1O2 (centres undefined)	-11
CCCCNC(=O)n1c(=S)oc2cc(Cl)ccc21	1
COc1ccccc1Nc1cc(C(=O)NCCC(C)C)c2ccccc2n1	-7
COc1ccc(C(=O)CSc2nnc(Cc3ccccc3)o2)cc1	4
Cc1nccn1CC(=O)O	-9
c1ccc(-c2nn3c(C4COc5ccccc5O4)nnc3s2)cc1 (centres undefined)	5
CCC(C)NC(=O)C1CCN(C(=O)N(C)C)CC1 (centres undefined)	3&-8
CCOc1ccc(-c2nc(N)nc(C)c2-c2ccc(OC)c(OC)c2)c(O)c1	-16
CCn1c(=S)sc2c(=O)[nH]cnc21	-26
COC(=O)C1=C(C)NC(=O)NC1c1ccc(SC)cc1 (centres undefined)	-1
O=C(Nc1ccc(Br)cc1)c1ccc(F)c(S(=O)(=O)N2CCN(c3ccc(F)cc3)CC2)c1	-6
O=C(O)c1ccccc1C(=O)c1cccs1	-2
Cc1c(NS(=O)(=O)CC23CCC(CC2=O)C3(C)C)c(=O)n(-c2ccccc2)n1C (centres undefined)	6
CC1CCCC(NC(=O)CCCCCn2c(=S)[nH]c3ccccc3c2=O)C1C (centres undefined)	-1
CSc1ccc(C2C(C(=O)N3CCOCC3)=C(C)NC3=C2C(=O)CC(C)(C)C3)cc1 (centres undefined)	-3
O=C1c2ccccc2NC(c2ccc(Br)cc2)N1Cc1ccco1 (centres undefined)	-5
Nc1nonc1-c1noc(COc2ccccc2Cl)n1	-1&1
COc1ccc(C2=NN(S(C)(=O)=O)C(c3cc4cccc(C)c4nc3Cl)C2)cc1 (centres undefined)	-284
COc1cc(OC)c(C(=O)CCC(=O)O)cc1OC	8
CCCC(=O)N=c1sc2cccc(F)c2n1C	3
COc1cc(-c2cc(C(F)(F)F)n3ncc(C(=O)O)c3n2)cc(OC)c1OC	5
CCCCOc1ccc(C(=O)Nn2cnnc2)cc1	2
CCOc1ccc2[nH]c(=O)c(CN(Cc3ccco3)C(=O)c3ccc(Br)cc3)cc2c1	-2
Cc1ccc2nc(-c3ccc(SCC(=O)Nc4cc(C)on4)nc3)[nH]c2c1	6
CC1CCC(NC(=O)CN2CCN(Cc3ccc(Cl)cc3)C2=O)CC1 (centres undefined)	-1
